# Vif-A3F inh: inhibitors of Vif-A3F interaction | HeLa A3F-eYFP + Vif (tagged APOBEC3F with the HIV-1 protein that degrades it), YFP fluorescence increase | Potency, µM (series often up to 46.1 µM), inactives show at the highest dose activity, negative = active | 390,000 compounds, 0.2% hits; also: potency is read from the fitted curve at half-maximal effect; % of control where 0% means no effect; nearly all actives have a fitted effect of over 65% in size
#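 HeLa cells stably expressing A3F-eYFP plus Vif, plated and incubated overnight at 37 deg C, then exposed to compounds overnight at 37 deg C. Blocked degradation read as raised yellow fluorescence (Ex 488/Em 500-530).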
# LDHA inh: LDHA (human) enzyme inhibition; purified LDHA, NADH/diaphorase-resazurin fluorescence; stronger effect = lower value; AID 1347041; 480,000 compounds, 0.15% hits; P00338; activity change, % (values are at about 110 or 230 µM); in the data active = activity change below about -30%; inconclusive = mostly about -25% to -30%;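 also: plate controls were DMSO wells for no effect and wells without enzyme for full effect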
#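 Human LDH5 (2 nM) was incubated with 0.06 mM NADH and 0.2 mM pyruvate for 5 min at room temperature in Tris pH 7.4. Remaining NADH was coupled through diaphorase/resazurin, and resorufin fluorescence was read at 0 and 20 min.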
# ERG Ets-DNA blk: blocks human ERG Ets domain binding to DNA. P11308. fluorescence polarization, His-ERG Ets domain / labelled DNA. Potency, µM (top dose mostly 76.9 µM), inactives show at the top dose FP activity, negative = inhibition, most hits filed as inhibitors. 370,000 compounds, 0.028% hits. AID 624246; active = well fitted inhibition curve with a large enough effect in the polarisation, with a control signal flat; inconclusive = small, poorly fitted or top-dose-only effect, or effect the other way, or a change in a side signal; inactive = no such curve, though single readings can be large or run the other way; the % refers to the polarisation;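 also: polarization taken with two DNA probes labelled with fluorescein and Texas red; potency is read from the fitted curve at half-maximal effect; % of control where 0% means no effect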
#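 His-tagged ERG Ets domain (1 uM in the protein solution; 300mM KCl, 50mM Tris-HCl, 1mM EDTA, 1mM DTT, pH 7.5) received compound, then a probe mix of 5 nM fluorescein-DNA and 100nM Texas-615-DNA. Fluorescence polarization was read for both dyes.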
# D2 antagonist: D2 dopamine receptor (human) antagonism | P14416 | HEK293 TREx D2 cells, calcium flux, dopamine EC80 | inhibition, % at 10 µM | 340,000 compounds, 2% hits | AID 485344; in the data active = inhibition above about 30%; also: 0% is about no effect
# Target sequence (P14416 whole entry, looked up): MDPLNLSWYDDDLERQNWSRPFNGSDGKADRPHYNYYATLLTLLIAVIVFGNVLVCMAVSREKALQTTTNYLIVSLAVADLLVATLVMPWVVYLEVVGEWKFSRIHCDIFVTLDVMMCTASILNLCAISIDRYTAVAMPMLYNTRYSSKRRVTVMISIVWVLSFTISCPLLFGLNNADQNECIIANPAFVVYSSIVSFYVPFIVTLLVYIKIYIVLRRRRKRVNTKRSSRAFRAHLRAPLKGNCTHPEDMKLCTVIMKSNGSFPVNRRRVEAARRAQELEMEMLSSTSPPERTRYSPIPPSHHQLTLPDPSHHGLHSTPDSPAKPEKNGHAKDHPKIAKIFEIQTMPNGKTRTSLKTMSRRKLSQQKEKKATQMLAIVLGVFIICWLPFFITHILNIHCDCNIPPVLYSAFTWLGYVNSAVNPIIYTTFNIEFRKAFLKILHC
#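 Antagonism is scored as inhibition of an EC80 dopamine-evoked calcium signal in a force-coupled, tetracycline-inducible HEK293 T-REx D2 line, with compound present 180 s before agonist.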
# RGS4 inhibitor: inhibitors of human regulator of G protein signaling 4; P49798; Transcreener GDP fluorescence polarization, RGS4-accelerated GTP hydrolysis; Potency, µM (highest dose often 114 µM), inactives show at the top dose activity change, negative = inhibition, most hits filed as inhibitors; 390,000 compounds, 0.039% hits; AID 504845; also: potency is read from the fitted curve at half-maximal effect; % is scaled to controls: 0 for no effect and ±100 for the full control effect; nearly all actives have a fitted effect of over 75% in size; some results filed as inactive show a strong effect at the top dose
# Target sequence (P49798 whole entry, looked up): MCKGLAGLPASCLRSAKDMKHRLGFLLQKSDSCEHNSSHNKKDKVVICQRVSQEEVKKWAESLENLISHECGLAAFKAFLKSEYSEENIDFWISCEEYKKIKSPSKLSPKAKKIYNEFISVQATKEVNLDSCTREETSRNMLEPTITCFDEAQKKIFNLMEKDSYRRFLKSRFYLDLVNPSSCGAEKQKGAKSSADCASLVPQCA
#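 MLSMR compounds (23 nl, pin-transferred) preincubated 10 min at room temperature with a 500nM (2x) first reagent, then RGS4 at 900nM (2x) plus Transcreener GDP mix added; fluorescence polarization (620/688 nm) read before and after 90 min at 30 °C.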
# D2 ag: D2 dopamine receptor (human) agonism | HEK293 T-REx D2 cells, calcium flux agonist mode | activation, % at 2 µM | 340,000 compounds, 0.53% hits;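 active = activation over 3 SD above normal in the single-dose calcium agonist read, cut at about 30% in these data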; also: 0% is about no effect
#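 HEK293 Trex D2 cells, tetracycline-induced, o/n 30 C 5% CO2; no-wash Ca dye, RT 30–90 min; 10-cycle baseline, 23 nl cpd added, kinetic Ca read 180 s; agonist hits = positive Ca response.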
# ALOX12 inh: blocks human arachidonate 12S-lipoxygenase; 580,000 compounds, 1.1% hits; P18054; Potency, µM (top dose mostly 108 µM), without a hit: at the top dose activity change, negative = inhibition, hits mostly inhibitors; purified 12hLO, xylenol orange hydroperoxide absorbance; also: potency is read from the fitted curve at half-maximal effect; % is scaled to controls: 0 for no effect and ±100 for the full control effect
#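 Hydroperoxide product was detected by ferrous iron/xylenol orange as the 573 to 405 nm absorbance ratio. Arachidonic acid at 40 uM (final) was turned over for 30 min at room temperature by 150 nM human 12hLO, pH 7.0 Hepes buffer, after 15 min compound preincubation.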
# Vif-APOBEC3G blk: inhibitors of Vif-APOBEC3G interaction; HeLa A3G-eYFP + Vif (tagged APOBEC3G with the HIV-1 protein that degrades it), YFP fluorescence, overnight; 410,000 compounds, 0.076% hits; Q9HC16; AID 602310; Potency, µM (highest dose often 46.1 µM), for the others: top-dose activity, negative = active, most hits filed as inhibitors;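 also: potency is read from the fitted curve at half-maximal effect; % is scaled to controls: 0 for no effect and ±100 for the full control effect; nearly all actives have a fitted effect of over 60% in size; hits raise eYFP signal because A3G escapes Vif-driven loss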
# Target sequence (Q9HC16 whole entry, looked up): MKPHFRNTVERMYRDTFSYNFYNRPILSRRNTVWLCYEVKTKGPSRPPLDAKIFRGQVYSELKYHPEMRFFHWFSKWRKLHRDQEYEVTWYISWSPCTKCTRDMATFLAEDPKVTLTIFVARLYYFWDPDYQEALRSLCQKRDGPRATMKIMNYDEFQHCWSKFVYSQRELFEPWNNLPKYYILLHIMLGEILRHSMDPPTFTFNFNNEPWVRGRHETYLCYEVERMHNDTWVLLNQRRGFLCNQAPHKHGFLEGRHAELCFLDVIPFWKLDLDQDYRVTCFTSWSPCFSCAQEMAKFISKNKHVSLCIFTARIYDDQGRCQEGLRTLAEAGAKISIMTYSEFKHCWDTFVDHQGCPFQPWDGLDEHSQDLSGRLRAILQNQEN
#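 Read-out is eYFP fluorescence (Ex 488/Em 500-530) from Vif-expressing HeLa A3G-eYFP cells; more signal means A3G escaped Vif-mediated degradation. Cells plated overnight, compound pinned in, incubated overnight at 37 deg C.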
# GRP78 ERSR act: ER stress response induction in glioma; Potency, µM, for inactives: top-dose activation, usual class: activators; U87-MG GRP78 promoter luciferase reporter, 16 h; 420,000 compounds, 0.02% hits; AID 602332; also: potency is read from the fitted curve at half-maximal effect; series mostly up to about 76 µM; % of control where 0% means no effect; nearly all actives have a fitted effect of over 35% in size
#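 Stably transfected U87-MG glioma cells carrying a GRP78-based luciferase sensor; 16 h compound incubation. Luminescence end-point read 10 min after Bright-Glo addition at room temperature.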
# An asterisk follows results filed as active; ? = inconclusive; . = no result given; & = joins results of further samples; [ ] = remark or other dose. Unless noted, calls follow the shape of the dose curve; as a rule, active = well fitted curve in the direction sought with a large enough effect; inconclusive = small, poorly fitted or top-dose-only effect, or another doubt; inactive = no such curve, though single readings can be large; an effect the other way counts as inactive or inconclusive. Some of the compounds tested, so the mix of outcomes need not match the whole.
SMILES,Vif-A3F inh,LDHA inh,ERG Ets-DNA blk,D2 antagonist,RGS4 inhibitor,D2 ag,ALOX12 inh,Vif-APOBEC3G blk,GRP78 ERSR act
CN(C)CCOC(=O)NCC12CC3CC(CC(C3)C1)C2,-1%,-8,-1%,2,-21%,0.4,-10%,-1%,0%
O=C(CNC(=O)c1ccccc1F)NCC(c1cccs1)N1CCOCC1 (stereo not drawn),6%,-3,14%,5,-8%,0.4,29%,0%,1%
O=C(CCCN1C(=O)S/C(=C\C=C\c2ccccc2)C1=O)Nc1ccc(O)cc1,-3%,-8,10%,-2,14%,-1.4,-6%,1%,7%
O=C(N/N=C1\CCCc2ccccc21)c1ccc([N+](=O)[O-])cc1,3%,1,-10%,-6,15%,1.1,-14%,-7%,7%
O=C(NCc1ccco1)c1cc2n(n1)C(C(F)(F)F)CC(c1ccc(Cl)c(Cl)c1)N2 (stereo not drawn),-6%,-8,-3%,.,33%,.,-9%,-3%,-6%
Cc1ccc(NC(=O)CSc2cn(CC(=O)N3CCCC3)c3ccccc23)cc1Cl,8%,6,-1%,.,-15%,.,-23%,4%,-3%
ClCc1nnc(-c2ccccc2)o1,0%,-7,1%,-1,-6%,-1.4,-1%,?,-14%
CCCCNC(=O)OCC(CC)NC(=O)OCC(C)C (stereo not drawn),-3%,-3,-5%,8,26%,0.1,0%,1%,-3%
O=C(NN1C(=O)/C(=C/c2ccc(O)c([N+](=O)[O-])c2)SC1=S)c1ccccc1Cl,-3%,0,?,-1,?,-0.6,?,1%,-3%
CCCn1c(=O)c2ccccc2n2c(SCC(=O)c3cc(C)n(CCOC)c3C)nnc12,7%,-10,-8%,10,19%,1.2,9%,1%,-4%
CSc1ccc(/C=C(\NC(=O)c2ccccc2)C(=O)NN)cc1,8%,-5,2%,-3,-4%,0.4,47%,-1%,1%
CC1=NN(c2ccc(Cl)cc2)C(=O)C1C(c1cccc(O)c1)c1c(C)[nH]n(-c2ccc(Cl)cc2)c1=O (stereo not drawn),6%,-2,-16%,-21,?,1.4,.,-11%,-1%
O=C(Nc1ccc2c(c1)OCCO2)C1CCN(S(=O)(=O)c2ccccc2)CC1,3%,1,-3%,-13,19%,-0.8,-10%,-4%,-3%
C/C(=C\C(=O)Nc1cscc1C)C(=O)O,5%,-10,0%,.,4%,.,0%,-9%,-6%
CCCn1c(SCC(=O)NC2CCCCC2)nnc1C1CC1,-8%,-7,9%,4,3%,0.5,-6%,-5%,-3%
CC1=C(C)C(=O)N(c2ccccn2)C1=O,4%,4,0%,4,14%,1.0,0%,-5%,0%
COc1ccc(NC(=O)c2ccccc2O)c(OC)c1,7%,11,-4%,5,4%,-0.6,2%,0%,1%
Cc1ccc(NC(=O)c2ccc(-c3nn(C)c(=O)c4ccccc34)cc2)cc1,?,5&0,-4%,.,-19%,.,6%&-6%,0%,-2%
Cn1ccnc1-c1nnn(-c2ccc(Cl)c(Cl)c2)n1,-2%,-8,-7%,.,21%,.,13%,4%,-1%
COC(=O)c1ccc(C(NC(=O)OCc2ccccc2)/C(F)=C/[C@@H](C)C(=O)NCc2ccc(OC)c(OC)c2)cc1 (stereo partly drawn),7%,-2,-9%,-15,2%,-0.1,-27%,-10%,-8%
COc1ccc(CC(=O)OCC(=O)Nc2ccc3[nH]c(=O)[nH]c3c2)cc1,13%,-1,-5%,5,-1%,-0.5,4%,0%,-5%
O=C(NCc1ccccc1)C1CCCN(c2cnccn2)C1 (stereo not drawn),1%,0,-10%,15,7%,-0.1,-6%,0%,-3%
Cn1c(OCc2cccnc2)nc2c1c(=O)n(Cc1ccccc1)c(=O)n2C,0%,0,4%,-8,-14%,1.1,0%,-1%,-6%
CC(NC(=O)c1ccccc1O)c1ccccc1 (stereo not drawn),-8%,9,.,15,-3%,-0.4,2%,2%,2%
COc1ccc(NC(=O)/C(=C\c2ccc(OC)c(OC)c2)NC(=O)c2ccco2)cc1,-2%,-1,-5%,-1,-16%,7.4,2%,-10%,-6%
O=[N+]([O-])c1ccc(S(=O)(=O)Nc2nnc(C(F)(F)F)s2)cc1,6%,0,-8%,-15,?,-0.1,-5%,-4%,-5%
CC1CN(c2ccc([N+](=O)[O-])cc2Cl)CCN1S(C)(=O)=O (stereo not drawn),2%,-5,5%,-1,31%[11.4 µM],2.3,?,3%,4%
CCOC(=O)C1=CCN(S(=O)(=O)c2ccccc2F)C1c1cccc(Br)c1 (stereo not drawn),.,-6,.,.,.,.,192%,-11%,-5%
O=C(CSc1ccc(-c2ccccn2)nn1)c1ccc([N+](=O)[O-])cc1,6%,-15,-12%,0,-21%,-1.6,-13%,-7%,-6%
O=C(OCc1cc(=O)n2nc(-c3cccs3)sc2n1)c1ccccc1Cl,-16%,1,2%,.,-30%,0.2,-6%,-5%,1%
Cc1ccc(NC(=O)NC(=O)COc2c(F)c(F)cc(F)c2F)c(C)c1,-7%,0,0%,.,6%,.,7%,-5%,-2%
CCN(CC(=O)NCc1ccc(F)cc1)C(=O)C(C)Oc1cccc(Cl)c1 (stereo not drawn),3%,-2,12%,-2,-11%,0.4,25%,3%,-4%
CC(C)CN(C(=O)COC(=O)C1CC1)c1c(N)n(Cc2ccccc2)c(=O)[nH]c1=O,-11%,-6,5%,18,-33%,1.1,-17%,-7%,0%
S=c1[nH]c(-c2ccccc2)cn1/N=C/c1cccs1,-1%,-5,-6%,6,-27%,0.6,-19%,-18%,0%
O=C(O)CC(CC(=O)Nc1ccc(-c2ccccc2)cc1)c1ccccc1 (stereo not drawn),10%,-2,-6%,-5,-31%,-0.6,17%,-3%,-1%
CCCn1c(SCC(=O)NCCCN2CCCC2=O)nc2ccccc2c1=O,-9%,-7,0%,.,10%,.,0%,-4%,2%
COc1ccc(Cc2nc3ccc(C(=O)NCc4cccc(C)n4)cc3o2)cc1OC,-3%,3,.,.,.,.,22%,-7%,-2%
CCSc1nsc(NC(=O)Nc2ccccc2OC)n1,-3%,-11,-2%,21,-2%,0.3,40%[activator],-3%,4%
O=C(NNc1c2ccccc2nc2ccccc12)c1cc2ccccc2cc1O,-7%,-9,-8%,10,2%,-0.4,-17%,4%,-2%
Cc1ccc(C)c(N2CCN(C(=O)c3nn(C)c4c3CS(=O)(=O)c3ccccc3-4)CC2)c1,6%&5%,-4&2,11%&5%,0,8%[56.9 µM],0.4&0.6,20%&-12%,1%&-1%,-6%&-3%

# One compound at a time, from the list above. Screens in order: Vif-A3F inh | LDHA inh | ERG Ets-DNA blk | D2 antagonist | RGS4 inhibitor | D2 ag | ALOX12 inh | Vif-APOBEC3G blk | GRP78 ERSR act
# Shown for `O=C(CSc1ccc(-c2ccccn2)nn1)c1ccc([N+](=O)[O-])cc1` : 6% | -15 | -12% | 0 | -21% | -1.6 | -13% | -7% | -6%
# Shown for `O=C(NCc1ccco1)c1cc2n(n1)C(C(F)(F)F)CC(c1ccc(Cl)c(Cl)c1)N2` (stereo not drawn) : -6% | -8 | -3% | . | 33% | . | -9% | -3% | -6%
# Shown for `O=C(CCCN1C(=O)S/C(=C\C=C\c2ccccc2)C1=O)Nc1ccc(O)cc1` : -3% | -8 | 10% | -2 | 14% | -1.4 | -6% | 1% | 7%
# Shown for `Cc1ccc(NC(=O)CSc2cn(CC(=O)N3CCCC3)c3ccccc23)cc1Cl` : 8% | 6 | -1% | . | -15% | . | -23% | 4% | -3%
# Shown for `Cc1ccc(C)c(N2CCN(C(=O)c3nn(C)c4c3CS(=O)(=O)c3ccccc3-4)CC2)c1` : 6%&5% | -4&2 | 11%&5% | 0 | 8%[56.9 µM] | 0.4&0.6 | 20%&-12% | 1%&-1% | -6%&-3%

# (next part)
SMILES,Vif-A3F inh,LDHA inh,ERG Ets-DNA blk,D2 antagonist,RGS4 inhibitor,D2 ag,ALOX12 inh,Vif-APOBEC3G blk,GRP78 ERSR act
CN(C)S(=O)(=O)c1ccc(-c2csnn2)s1,-4%,-11,-7%,-4,-11%,-0.3,?,2%,-2%
COC(=O)Nc1ccc2c(c1)OCO2,-5%,13,-6%,-28,33%,0.2,5%,-4%,-1%
O=C(c1ccc(F)cc1F)N1CCC(c2nc(-c3ccc(S(=O)(=O)N4CCCC4)cc3)no2)CC1,1%,-5,8%,.,23%,0.0,-16%,2%,-1%
O=C(NC(=S)NNS(=O)(=O)c1ccccc1)c1cccnc1,-1%,8,3%,-8,-2%,0.8,3%,7%,-5%
CCCNC(=O)N1CCCC(C(=O)c2cccc(Cl)c2)C1 (stereo not drawn),-5%,-7,-2%,-22,-1%,0.2,-4%,-4%,-1%
CCC(C)(C)NC(=O)CN(C(=O)CNS(=O)(=O)c1ccccc1)c1ccc2c(c1)OCCO2,-2%,-3,14%,9,-15%,-1.5,1%,-3%,1%
COCCN1Cc2cccc(C(=O)Nc3ccc(C)cc3)c2C1=O,3%,-8,-3%,41*,-5%,1.2,2%,-2%,-1%
CC(=O)N1c2ccc(S(=O)(=O)N3CCCCCC3)cc2CC1C(=O)NCc1ccccc1 (stereo not drawn),2%,-14,6%,.,8%,0.5,-22%,3%,-1%

# Screens (PubChem)
